# MEKK3 PB1 HTS = modulators (inhibitors or enhancers) of MEK5 binding to human MEKK3 PB1 domain | Q99759 | binding response (% of control), % at 10 µM | bead-based flow cytometry, Alexa488-MEK5 binding to MEKK3; actives lie on both sides; 0 = blocked by unlabeled MEK5, 100 = vehicle | 290,000 tested, 1.4% active;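 active means binding response more than 3 SD above or below the average of its plate-row segment, actives on both sides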;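 further: Alexa488 bead fluorescence after subtracting the streptavidin-only scavenger bead signal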
# OXTR ag = agonists of human oxytocin receptor | P30559 | CHO-OTR cells, Fluo-8 calcium fluorescence; normalized: DMSO 0%, oxytocin 100% | activation, % at 3 µM | 320,000 tested, 0.32% active | AID 2435;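 active means activation above the mean of all tested compounds plus 3 SD, cutoff set per screening run, cut at about 20% in these data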;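 further: peak over basal fluorescence ratio from a 100 s FLIPR kinetic read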
# Target sequence (P30559 whole entry, looked up): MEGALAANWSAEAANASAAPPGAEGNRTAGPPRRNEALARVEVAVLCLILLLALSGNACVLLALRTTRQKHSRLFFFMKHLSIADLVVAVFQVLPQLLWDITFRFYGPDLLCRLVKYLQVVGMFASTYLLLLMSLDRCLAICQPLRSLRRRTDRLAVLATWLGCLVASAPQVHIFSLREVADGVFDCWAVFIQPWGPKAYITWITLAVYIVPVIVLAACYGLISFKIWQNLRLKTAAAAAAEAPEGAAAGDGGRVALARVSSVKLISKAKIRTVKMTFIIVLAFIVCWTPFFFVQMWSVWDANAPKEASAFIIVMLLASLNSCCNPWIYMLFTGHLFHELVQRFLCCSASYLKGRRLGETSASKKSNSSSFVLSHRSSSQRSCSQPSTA
# GPR7 antagonist = human neuropeptides B/W receptor 1 antagonism | inhibition, % at 4.4 µM | GPR7-expressing cells, fluorescence antagonist assay | 290,000 tested, 1.1% active | AID 1861; in the data active means inhibition above about 16%, passing the limit was not always enough;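 further: cells stimulated with the agonist NPW; 0% = agonist with vehicle and 100% = vehicle without agonist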
# Target sequence (P48145 whole entry, looked up): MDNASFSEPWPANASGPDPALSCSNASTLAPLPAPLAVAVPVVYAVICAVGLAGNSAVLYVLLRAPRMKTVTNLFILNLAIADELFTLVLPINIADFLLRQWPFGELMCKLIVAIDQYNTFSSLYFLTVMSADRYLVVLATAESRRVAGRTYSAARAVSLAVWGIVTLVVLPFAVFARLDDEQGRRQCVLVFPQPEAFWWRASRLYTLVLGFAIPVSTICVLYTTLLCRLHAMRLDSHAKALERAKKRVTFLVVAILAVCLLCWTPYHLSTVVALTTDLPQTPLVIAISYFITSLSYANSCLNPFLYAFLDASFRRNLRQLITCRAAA
# DNA FID counter = fluorescent intercalator displacement, NS3 helicase counter-screen; DNA fluorescent intercalator displacement, fluorescence; inhibition, % at 7.9 µM; AID 1845; 290,000 tested, 0.17% active; in the data active means inhibition above about 37%;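 further: 0% = vehicle and 100% = reference compound; higher means more ethidium bromide displaced from hairpin DNA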
# NALP1 inh = blocks the NALP1 inflammasome reconstituted in yeast | S. cerevisiae NALP1/ASC/caspase-1 growth, X-gal OD620, 72 h | inhibition, % at 10 µM | 280,000 tested, 0.61% active; in the data active means inhibition mostly above about 24%, no sharp cut-off; inactive means mostly below about 32%; further: some compounds called inactive have numbers as strong as hits
# MEKK2 WT-MEK5 = raises or lowers MEK5 binding to wildtype human MEKK2 PB1 domain. bead flow cytometry, Alexa488-MEK5 binding to MEKK2 WT; actives lie on both sides. binding response (% of control), % at 10 µM. 290,000 tested, 1.1% active; in the data active means binding response below about 67% or above about 130%
# MEKK2 mut-MEK5 = signal of MEK5 binding to mutant human MEKK2 PB1 domain; percent response, % at 10 µM; 290,000 tested, 0.35% active; bead flow cytometry, Alexa488-MEK5 binding to MEKK2 mutant; in the data active means percent response above about 24%, passing the limit was not always enough; further: inactives centre near 1; some results filed as inactive read as strong as hits; reference of the scale not given here
# M18AAP inhibitor = blocks P. falciparum M18 aspartyl aminopeptidase | recombinant PfM18AAP, H-Glu-NHMec fluorogenic cleavage | 290,000 tested, 1.2% active | inhibition, % at 7.35 µM | AID 1822;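 active means inhibition above the campaign mean inhibition over all tested compounds plus 3 SD, cut at about 28% in these data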;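 further: 0% = plate median of test compound wells and 100% = 2 mM ZnCl2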
# PHOSPHO1 block = inhibitors of human PHOSPHO1 phosphatase; Q8TCT1; recombinant PHOSPHO1, absorbance phosphatase assay; inhibition, % at 13.3 µM; 290,000 tested, 1.1% active; in the data active means inhibition above about 60%
# Target sequence (Q8TCT1 whole entry, looked up): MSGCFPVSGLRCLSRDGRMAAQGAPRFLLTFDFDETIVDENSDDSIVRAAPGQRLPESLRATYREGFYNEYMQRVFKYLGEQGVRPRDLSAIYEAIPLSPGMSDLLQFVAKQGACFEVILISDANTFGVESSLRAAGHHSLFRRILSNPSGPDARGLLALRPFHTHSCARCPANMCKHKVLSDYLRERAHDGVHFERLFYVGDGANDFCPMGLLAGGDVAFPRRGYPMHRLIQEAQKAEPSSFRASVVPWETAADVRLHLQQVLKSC
# Numbers without * were called inactive; x = not tested or not shown; [ ] = remark or other dose.
Compound	MEKK2 mut-MEK5	MEKK3 PB1 HTS	OXTR ag	M18AAP inhibitor	NALP1 inh	GPR7 antagonist	MEKK2 WT-MEK5	DNA FID counter	PHOSPHO1 block
Cc1sc2ncnc(NCC3COc4ccccc4O3)c2c1C (stereo not given)	3	99	11	0	6	15	99	-21	-11
Cc1sc(NC(=O)/C=C/c2ccco2)c(C(=O)OC(C)C)c1C	12	101	-0.6	-1	16	-2	120	2	-6
COc1cccc(NC(=S)NC2CC3CCCC(C2)N3C2CCCC2)c1 (stereo not given)	0	86	0.1	3	-6	-15	107	9	26
Cc1cc(C)nc(SCc2nnc(SCC(=O)Nc3nc(-c4ccccc4)cs3)n2-c2ccccc2)n1	0	98	-1.1	-7	6	10	95	-5	-1
CCOc1nc(NCCN2CCOCC2)nc(NC(C)C)n1	3	98	0.8	4	24	-17	103	-4	5
O=C(NC1CCCCCC1)C1CCN(c2nc3ccccc3o2)CC1	x	x	2.6	4	3	3	x	-14	3
Cc1cc(Cl)ccc1NNC(=O)c1c(C)noc1C	2	103	0.1	13	-4	-10	105	1	12
O=C(C1=C(O)C(=O)N(CC2CCCO2)C1c1ccccc1[N+](=O)[O-])c1ccco1 (stereo not given)	5	106	-0.3	22	1	1	106	3	32
CN(C)CCNC(=O)CN1C(=O)COc2ccc(C(C)(C)C)cc21	11	104	0.1	0	9	4	108	6	-11
Cc1oc(/C=N/NC(=O)CC2(C)OCCO2)cc1Br	2	132*	0.1	1	23	-4	111	-1	-16
Cc1cc(C)nc(NC(=O)c2cc(-c3ccc4c(c3)OCO4)nc3ccccc23)c1	6	96	-1.1	2	13	-19	95	-22	x
CSc1cccc(NC(=O)/C=C/c2ccc(Cl)cc2)c1	10	107	-2.1	-5	11	-15	146*	-3	9
O=c1c2cnn(-c3ccccc3)c2ncn1CCc1ccccc1	-2	94	-0.1	9	24	2	94	3	-23
Cn1cc(Br)c(C(=O)N2CCc3ccccc32)n1	-1	93	-1.3	2	26	12	99	0	13
Cn1c(O)c(C2=c3ccccc3=NC2=O)[nH]c1=S	-1	75*[inhibitor]	-2.5	-3	29	-2	96	2	9
Cc1ccc(C(C)C)c(OCC(=O)N/N=C/C2CCCCC2)c1	1	119	-0.4	5	8	10	109	-22	32
Cc1ccc(/C=N/NC(=O)Cn2nccc2C)o1	-14	79	0.3	-16	14	-4	80	-2	34
Cc1nc2ccccn2c1C(=O)NC1CCCCC1	3	98	-0.3	-10	0	1	101	0	1
COc1cccc(NC(=S)N(CCc2c(C)[nH]c3ccc(C)cc23)Cc2cccs2)c1	-5	91	1.3	6	8	3	91	0	-4
O=C(NC1CCCc2ccccc21)c1c(F)cccc1Cl (stereo not given)	-3	100	-0.4	-2	10	4	102	-12	6

# A different layout for part of the listing above.
SMILES: CSc1cccc(NC(=O)/C=C/c2ccc(Cl)cc2)c1
  MEKK2 mut-MEK5: 10	MEKK3 PB1 HTS: 107	OXTR ag: -2.1	M18AAP inhibitor: -5	NALP1 inh: 11	GPR7 antagonist: -15	MEKK2 WT-MEK5: 146*	DNA FID counter: -3	PHOSPHO1 block: 9

SMILES: O=c1c2cnn(-c3ccccc3)c2ncn1CCc1ccccc1
  MEKK2 mut-MEK5: -2	MEKK3 PB1 HTS: 94	OXTR ag: -0.1	M18AAP inhibitor: 9	NALP1 inh: 24	GPR7 antagonist: 2	MEKK2 WT-MEK5: 94	DNA FID counter: 3	PHOSPHO1 block: -23

# (listing goes on)
Compound	MEKK2 mut-MEK5	MEKK3 PB1 HTS	OXTR ag	M18AAP inhibitor	NALP1 inh	GPR7 antagonist	MEKK2 WT-MEK5	DNA FID counter	PHOSPHO1 block
O=[N+]([O-])c1cccc2c(N3CCCC3)ccnc12	4	102	2.5	2	-3	-12	105	6	26
CS(=O)(=O)C1=NSC2=NC(=O)/C(=C\c3cccn3-c3ccc(Cl)cc3)C(=N)N21	1	103	-0.2	0	28	-16	102	-13	-9
CCCCCCNC(=O)CC(NS(=O)(=O)c1ccc(NC(C)=O)cc1)C(C)C (stereo not given)	6	105	-0.2	8	-15	-4	105	-10	18
OCc1ccccc1NC(=S)Nc1cccnc1	5	104	1.1	9	-2	1	108	-2	9
Cc1c(C#N)c2ncn(Cc3ccccn3)c(=O)c2n1-c1ccccc1	8	105	-0.4	-15	2	-7	104	-13	38
CCC(=O)NC(=S)Nc1ccccc1C(F)(F)F	10	105	-0.9	-9	x	-8	106	2	x
CCc1ccc(CNc2ccc3c(c2)ncn3C(C)(C)C)cc1	7	99	-0.4	13	8	-9	111	-13	19
O=C(O)c1cccc(NC(=S)N/N=C/c2cccnc2)c1	-12	84	0.2	27	11	-16	81	-2	-11
CC1(C(=O)Nc2ccc3c(c2)OCCO3)CC1(Cl)Cl (stereo not given)	4	96	-0.3	13	6	-13	101	0	41
CC(C)=CC(=O)Nc1nnc(-c2ccccc2)s1	4	106	4.0	-1	34	0	100	-2	10
O=C(CSC(=S)N1CCCCC1)N1N=CCC1c1ccccc1 (stereo not given)	-1	99	0.9	0	22	-7	98	-19	12
COC(=O)c1[nH]c2ccc(Br)cc2c1NC(=O)CN1CCCCC1CCO (stereo not given)	8	109	-0.3	5	6	-23	113	-10	20
CC(=O)c1cc(C)ccc1OC(=O)c1cccnc1	0	99	-0.6	2	1	-6	98	0	-6
Cc1cc(-c2nnc(CCC(=O)N(C)Cc3ccsc3)o2)no1	-4	103	0.7	1	21	-1	95	-2	-2
COc1cccc(NC(=O)CS(=O)(=O)c2cccc3nsnc23)c1	-3	101	1.0	2	24	13	99	-5	20
Cn1cnnc1SCc1ccc(C(=O)NN)cc1	-1	100	0.0	3	-1	-8	98	-14	24
CC(C)C(NC(=O)OCc1ccccc1)C(=O)OCC(=O)N1CCCCC1 (stereo not given)	18	112	-0.4	-3	9	-12	117	-20	-38
O=C(Nn1cnnc1)c1ccccc1CCc1ccccc1	-1	94	-0.1	42*	26	3	95	-4	16
Cc1ccc(S(=O)(=O)N2CCCC2=O)c(C)c1N(C)S(C)(=O)=O	9	108	0.8	5	-6	-14	110	0	x
COC(C(=O)Nc1ccnn1C1CCN(Cc2cnn(C(C)C)c2)CC1)c1ccccc1 (stereo not given)	8	104	0.2	-3	6	-22	107	1	32
COC(=O)c1c(NC(=O)CCNCc2ccco2)sc2c1CCC2	2	98	3.8	4	1	-15	115	18	33
Cc1nc(C)c(-c2csc(NCCc3ccccc3)n2)s1	10	107	1.7	2	14	4	112	-16	51
Cc1cc(C(=O)N2CCN(c3cccc(Cl)c3)CC2)c(C)o1	5	104	1.8	-1	5	17	108	-17	7
Cc1ccccc1Nc1nc(N)nc(CSc2nnc(C)n2C)n1	-6	105	1.3	3	7	-2	100	-8	36
Cc1cc(Nc2cccc(Cl)c2Cl)n2ncnc2n1	-1	105	x	-11	8	-21	103	-2	14
N#CC1CC(c2ccc([N+](=O)[O-])cc2)=NN1c1ccc([N+](=O)[O-])cc1 (stereo not given)	-2	113	1.8	-12	-14	2	91	4	28
c1ccc(-n2nnnc2SCc2ccccn2)cc1	3	99	2.1	-9	-4	-4	100	-2	8
CCOC(=O)c1[nH]c2cc3c(cc2c1NC(=O)CN1CCc2ccccc2C1)OCO3	x	x	1.7	2	15	-6	x	5	-14
O=C(NCC1CCCO1)C1CCN(C2CCN(Cc3cccs3)CC2)CC1 (stereo not given)	-17	91	1.0	-13	-17	-14	92	-9	20
Cc1ccccc1OCC(=O)NCCCNC(=O)c1ccncc1	-5	101	0.9	-6	2	-9	94	-10	-9
N#Cc1c(N2CCCC2)nsc1-c1ccccc1	5	104	-1.9	4	31	-15	105	-9	39
CCCCn1c(CCNC(=O)CCC)nc2ccccc21	6	103	-0.6	-4	x	-9	103	0	16
Nc1nc(OCC2CCCCC2)c2[nH]cnc2n1	8	104	-0.9	2	5	-16	106	-9	36
CCN(CC)P(=O)(Nc1ccc(SC(F)F)cc1)c1ccc(N(C)C)cc1NC(=O)c1ccco1 (stereo not given)	-15	66	-1.1	-2	6	-10	62	-23	-7
Cc1ccc(C(=O)Nc2nc(=O)n(C(=O)CC(C)C)s2)cc1	11	119	1.6	3	38	-10	113	-16	55
COc1ccc(-n2ncc3c(=O)n(CC(=O)N(C(C)C)C(C)C)cnc32)cc1	4	101	-0.6	-2	4	-6	100	-18	24
CCOc1cc(/C=N/O)cc(Br)c1OC	1	102	-2.3	7	-8	1	101	-2	-14
COc1ccc(C(=O)NCC(=O)Nc2ccc(F)cc2)cc1OC	-2	98	1.0	5	7	-1	99	-1	-4
CCCOc1ccc2c(=O)c(-c3cc(C(=O)OC)oc3C)c(C)oc2c1	4	108	-0.9	2	-1	-14	104	-24	16
O=C(Nc1ccc(N2CCOCC2)cc1)c1cccc(S(=O)(=O)N2CCCCC2)c1	x	x	x	-1	9	-10	x	1	-12
COc1ccc2oc(=Nc3ccc(C(=O)O)cc3)c(C(=O)NCc3ccco3)cc2c1	-3	94	-0.6	-1	10	4	92	2	-1
Cc1cc([N+](=O)[O-])nn1Cc1ccccc1F	2	103	-1.0	7	8	-9	105	-1	19
Fc1ccccc1NC(=S)NCCc1cccc(Cl)c1	-1	100	x	6	30*	-10	96	-11	56
CC(NC(=S)NC1CCCCC1)C(c1cccs1)N1CCOCC1 (stereo not given)	6	101	-0.5	-9	x	-12	100	-15	24
O=C(Nc1ccc(S(=O)(=O)N2CCCCC2)cc1)C1CCCO1 (stereo not given)	-4	102	-0.4	1	15	-10	97	-6	-12
CCNC(=O)C(=O)Nc1cc2c3c(c1)CCN3C(=O)CC2	-3	92	0.6	2	8	-10	92	-9	44
O=C1C2C3C=CC(CC3)C2C(=O)N1/N=C/c1ccco1 (stereo not given)	-9	105	0.0	4	2	-13	93	-2	2
O=C(c1ccccn1)N1CCCC(N2CCN(c3ccccc3)CC2)C1 (stereo not given)	12	107	-0.8	2	0	-4	109	-10	55
CC(=O)Nc1ccc(/C=N/NC(=O)c2cc3cc(C)ccc3nc2C)cc1	1	100	0.1	-3	10	-10	100	-32	13
NCCCC[C@@H](C(=O)N1CCNCC1)n1cc(CCC(=O)O)nn1	2	98	0.2	-1	2	3	92	2	-8

# Other results follow:
Compound	MEKK2 mut-MEK5	MEKK3 PB1 HTS	OXTR ag	M18AAP inhibitor	NALP1 inh	GPR7 antagonist	MEKK2 WT-MEK5	DNA FID counter	PHOSPHO1 block
CCO[C@@H]1OC(C(=O)Nc2ccccc2)=C[C@H](C2CC2)[C@H]1CCCO	3	104	0.7	-3	13	-1	101	-24	1
CCCCC(NC(=O)c1ccc(Cl)cc1)C(=O)O (stereo not given)	10	103	-0.6	-11	-3	4	102	-1	20
COc1ccc(C(=O)NN2CCOCC2)cc1	-5	97	0.1	-1	16	2	96	-4	38
O=C(O)c1nccnc1C(=O)Nc1ccc(Oc2c(Cl)cccc2Cl)nc1	-5	99	1.2	1	6	-5	98	-9	-5
O=C(c1c[nH]c2ccccc12)C(F)(F)F	12	107	-1.2	6	10	-9	101	1	16
Cc1ccc(NC(=S)NCc2ccc(Cl)cc2)c(C)c1	-1	97	-0.4	1	-24	31*	97	-21	x
CC(=O)NC1=NN(C(C)=O)C(C)(c2ccccc2)S1 (stereo not given)	-7	86	1.2	-4	23	-10	86	0	-7
COc1ccc(NC(=O)c2cccc(N3C(=O)C4CC=C(C)CC4C3=O)c2)c(OC)c1 (stereo not given)	-1	104	1.4	-6	1	-4	103	-34	37
O=C(NCc1ccccc1)/C(=C/c1ccccc1)NC(=O)c1ccco1	-3	100	-0.1	-7	5	5	99	-7	-11
CC1(C)CC(=O)C(=Cc2cn(CCC#N)nc2-c2ccc(F)cc2)C(=O)C1	-5	78	-0.5	1	18	-17	82	3	-5

# Ordered by value in GPR7 antagonist (falling): some entries from above.
SMILES,GPR7 antagonist
CCCCC(NC(=O)c1ccc(Cl)cc1)C(=O)O (stereo not given),4
COc1ccc(C(=O)NN2CCOCC2)cc1,2
CCO[C@@H]1OC(C(=O)Nc2ccccc2)=C[C@H](C2CC2)[C@H]1CCCO,-1
O=C(c1c[nH]c2ccccc12)C(F)(F)F,-9

# Bioassay records: PubChem BioAssay, several laboratories
